Screening data as filed in PubChem BioAssay.
aSyn yeast inh = rescues yeast growth from alpha-synuclein toxicity; Yeast expressing alpha-synuclein, growth rescue, BacTiter-Glo, 24 h; Potency, µM (series often up to 46.1 µM), inactives show top-dose growth rescue (activation), hits mostly activators; 370,000 compounds, 0.14% hits; note: potency is the fitted concentration of half-maximal effect; % of control where 0% means no effect; nearly all actives have a fitted effect of over 65% in size
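Rescue of yeast growth: cells expressing toxic alpha-synuclein, induced in galactose at OD600 0.02, incubated with compound 24 h at 30 C. ATP luminescence quantified growth; inhibitors of toxicity appear as activators.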
FUS yeast rescue = FUS proteinopathy suppression in yeast; S. cerevisiae FUS-expressing, growth rescue, OD600, 24 h; Potency, µM (titrated, usually from 76.6 µM), without a hit: at the top dose growth rescue (activation), usual class: activators; 390,000 compounds, 0.24% hits;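 note: potency is the fitted concentration of half-maximal effect; plate controls were DMSO vehicle for no effect and reference control for full effect; nearly all actives have a fitted effect of over 55% in size; some results filed as inactive show a strong effect at the top dose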
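Yeast FUS proteinopathy model; galactose-induced FUS (2%), starting OD 0.005. Cpds in dilution series, 24hr, 30C, 99% humidity. Abs 600 nm growth. Pos ctrl CP55940 (top 92uM final); neg ctrl DMSO.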
DRD3 agonist = agonists of human D3 dopamine receptor; P35462; D3R DiscoveRx beta-arrestin cells, luminescence, 90 min; max activation, %; 410,000 compounds, 0.58% hits; in the data active = max activation above about 30%; note: 0% is about no effect; mostly tested at two doses, the higher about 12 µM
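Cells at 1500/well, incubated overnight, then treated with pinned compounds (dopamine as control) for 90 min at 37 degrees C. DiscoveRx reagent added for 30 - 60 minutes at room temperature; luminescence read.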
TDP43 rescue = rescues yeast growth from TDP-43 toxicity | TDP-43 expressing yeast growth rescue, BacTiter-Glo, 24 h | Potency, µM (series often up to 46.1 µM), without a hit: at the top dose growth rescue (activation), most hits filed as activators | 410,000 compounds, 1.8% hits | AID 652104; note: potency is the fitted concentration of half-maximal effect; % of control where 0% means no effect; nearly all actives have a fitted effect of over 50% in size
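Luminescence from BacTiter-Glo reports growth of TDP-43-expressing yeast after 24 hr at 30 deg C with compound. Cells were raffinose-pregrown to mid-log, then seeded in galactose medium at OD600=0.02.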
DRD3 antagonist = antagonists of human D3 dopamine receptor. max response, negative = inhibition, %. D3R cells, DiscoveRx beta-arrestin luminescence, antagonist mode; stronger effect = lower value. 360,000 compounds, 2.5% hits. P35462; in the data active = max response below about -50%; inconclusive = no clear call, values can overlap the other calls; note: % is set by controls: 0 for no effect and ±100 for the full control effect; mostly tested at two doses, the higher about 12 µM
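Cells plated overnight at 1500 cells/well, then exposed to library compounds with dopamine controls for 90 minutes at 37 degrees C. DiscoveRx reagent added for 30–60 minutes at room temperature; luminescence read, quantitative HTS format.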
EPAC2 agonist = agonists of human EPAC2 (RAPGEF4). AID 720711. Potency, µM (doses to about 154 µM), inactives show at the top dose activation, most hits filed as activators. EPAC2 activation, biochemical qHTS; response scale: 100% = 6.5 mM cAMP response. 360,000 compounds, 0.079% hits. Q8WZA2; note: potency is the fitted concentration of half-maximal effect; nearly all actives have a fitted effect of over 50% in size
Target sequence (Q8WZA2 whole entry, looked up): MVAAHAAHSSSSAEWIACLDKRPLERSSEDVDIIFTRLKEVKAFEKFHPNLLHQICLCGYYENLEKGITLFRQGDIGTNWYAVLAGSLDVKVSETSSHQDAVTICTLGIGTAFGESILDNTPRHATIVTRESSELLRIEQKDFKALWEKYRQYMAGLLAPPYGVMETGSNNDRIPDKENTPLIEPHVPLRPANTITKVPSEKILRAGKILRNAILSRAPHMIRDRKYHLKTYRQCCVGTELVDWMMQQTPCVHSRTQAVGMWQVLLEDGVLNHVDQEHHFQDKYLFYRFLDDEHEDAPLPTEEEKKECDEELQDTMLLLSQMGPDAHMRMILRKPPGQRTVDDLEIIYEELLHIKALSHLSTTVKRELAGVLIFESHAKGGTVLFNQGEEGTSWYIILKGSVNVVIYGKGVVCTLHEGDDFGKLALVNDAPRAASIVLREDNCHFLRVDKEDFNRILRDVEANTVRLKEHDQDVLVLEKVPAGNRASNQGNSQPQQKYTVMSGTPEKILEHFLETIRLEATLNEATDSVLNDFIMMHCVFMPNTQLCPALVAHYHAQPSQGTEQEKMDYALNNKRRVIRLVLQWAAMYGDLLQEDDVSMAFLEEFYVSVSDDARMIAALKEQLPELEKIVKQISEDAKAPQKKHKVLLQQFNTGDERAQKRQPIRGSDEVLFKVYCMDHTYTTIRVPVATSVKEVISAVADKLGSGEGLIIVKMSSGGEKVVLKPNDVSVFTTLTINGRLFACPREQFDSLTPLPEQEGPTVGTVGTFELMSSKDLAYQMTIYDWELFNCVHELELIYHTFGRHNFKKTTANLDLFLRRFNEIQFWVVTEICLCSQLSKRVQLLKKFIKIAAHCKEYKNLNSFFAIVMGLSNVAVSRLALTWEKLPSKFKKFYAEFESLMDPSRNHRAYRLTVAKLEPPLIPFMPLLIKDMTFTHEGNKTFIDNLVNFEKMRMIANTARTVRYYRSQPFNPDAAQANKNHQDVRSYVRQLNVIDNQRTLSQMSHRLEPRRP
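Readout is BODIPY fluorescence (480 nm excitation, 540 nm emission), which falls as labeled GDP is exchanged off Rap1B. EPAC2 at 100 nM acted on 250 nM RAP1B-BODIPY-GDP with 50 uM GDP present.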
Abeta rescue = A-beta toxicity reversal in yeast; Potency, µM (top dose mostly 46.1 µM), inactives show at the highest dose growth rescue, hits mostly activators; yeast expressing A-beta42, growth rescue, OD600, 48 h; response scale: 0% DMSO, 100% iron-clioquinol control; 410,000 compounds, 0.063% hits; note: potency is the fitted concentration of half-maximal effect; nearly all actives have a fitted effect of over 55% in size
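Yeast A-beta toxicity model in growth medium with pinned compounds, 48 h at 30 C; growth read as absorbance at 600 nm. Normalized to FeCl3/clioquinol equimolar mix (positive) and DMSO (negative).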
EPAC2 antagonist = EPAC2 (human) antagonism; Q8WZA2; EPAC2 GEF exchange of Rap1B-BODIPY-GDP, fluorescence; Potency, µM (top dose mostly 114 µM), inactives show at the top dose activity, negative = inhibition, usual class: inhibitors; 360,000 compounds, 0.18% hits; note: potency is the fitted concentration of half-maximal effect; % is set by controls: 0 for no effect and ±100 for the full control effect; nearly all actives have a fitted effect of over 45% in size; many of its hits are not listed in these tables
An asterisk follows results filed as active; ? = inconclusive; nt = no result given; [ ] = dose if it differs, or a comment. Unless noted, calls come from the whole dose curve; as a rule, active = well fitted curve in the direction sought with a large enough effect; inconclusive = small, poorly fitted or top-dose-only effect, or another doubt; inactive = no such curve, though single readings can be large; an effect the other way counts as inactive or inconclusive. Not all compounds are listed, so the mix of outcomes need not match the whole.

SMILES	aSyn yeast inh	FUS yeast rescue	DRD3 agonist	TDP43 rescue	DRD3 antagonist	EPAC2 agonist	Abeta rescue	EPAC2 antagonist
Cc1cccc(-c2cc3nc(-c4ccccc4)cc(=O)n3[nH]2)c1	-6%	17%	-20	-11%	2	-7%	-4%	3%
CCOC(=O)C1=C(c2ccccc2)N=C2SCC(=O)N2C1c1cccc(OC)c1 (stereo not given)	-9%	28%	-8	-22%	-2	5%	-6%	-3%
CCn1nnnc1SCC(=O)c1ccc(C)cc1	4%	15%	2	9%	-10	8%	8%	-3%
CN(c1ccc(OCC(=O)Nc2ccc3[nH]c(=O)[nH]c3c2)cc1)S(=O)(=O)c1ccc(Cl)cc1	10%	22%	-3	8%	3	-7%	-2%	-1%
COCCNC(=S)Nc1ccc(N2CCOCC2)c(S(=O)(=O)Nc2ccc(Cl)cc2)c1	3%	-9%	1	?	4	3%	-84%[inhibitor]	?
CSCCC(NC(=O)c1cccc(C)c1)C(=O)NNC(=O)c1cccs1 (stereo not given)	-6%	10%	-3	-15%	-19	8%	-3%	-7%
COc1cccc(C(=O)N(Cc2cccc(Cl)c2)Cc2ccco2)c1	nt	33%	-11	?	nt	nt	-6%	nt
COc1ccc(-c2cc(C(=O)N/N=C(\C)c3ccco3)c3ccccc3n2)c(OC)c1	-9%	26%	6	0%	3	1%	2%	10%
O=C(CNc1cc(S(=O)(=O)N2CCOCC2)ccc1N1CCOCC1)Nc1cccc(C(F)(F)F)c1	-2%	9%	2	-12%	-10	0%	-1%	1%
CC[C@]12c3[nH]c4ccc(OC)cc4c3CCN1C(=O)C(CC(=O)NCCCn1ccnc1)C[C@@H]2C(=O)N1CCN(C(=O)c2ccco2)CC1 (stereo not given in full)	3%	-8%	28	1%	38	5%	-2%	0%

Sorted by length of the SMILES (lowest first): some entries from above
SMILES	aSyn yeast inh	FUS yeast rescue	DRD3 agonist	TDP43 rescue	DRD3 antagonist	EPAC2 agonist	Abeta rescue	EPAC2 antagonist
COc1cccc(C(=O)N(Cc2cccc(Cl)c2)Cc2ccco2)c1	nt	33%	-11	?	nt	nt	-6%	nt
COCCNC(=S)Nc1ccc(N2CCOCC2)c(S(=O)(=O)Nc2ccc(Cl)cc2)c1	3%	-9%	1	?	4	3%	-84%[inhibitor]	?
CC[C@]12c3[nH]c4ccc(OC)cc4c3CCN1C(=O)C(CC(=O)NCCCn1ccnc1)C[C@@H]2C(=O)N1CCN(C(=O)c2ccco2)CC1 (stereo not given in full)	3%	-8%	28	1%	38	5%	-2%	0%

Continuation:
SMILES	aSyn yeast inh	FUS yeast rescue	DRD3 agonist	TDP43 rescue	DRD3 antagonist	EPAC2 agonist	Abeta rescue	EPAC2 antagonist
N#Cc1nc(COc2ccccc2F)oc1N1CCCCCC1	6%	27%	0	12%	11	8%	-22%	-9%
COC(=O)c1cc2ccsc2n1CC(=O)Nc1cc(Cl)ccc1OC	0%	-8%	-7	-7%	4	24%	16%	6%
COc1ccccc1C(=O)Nc1nnc(SCC(=O)Nc2ccc3c(c2)oc2ccccc23)s1	-5%	32%	0	11%	-18	15%	12%	-1%
Cc1ccc(CN2CCN(C(=O)CCc3ccccc3)CC2)cc1	2%	3%	-10	7%	-22	15%	-3%	-5%
Cc1ccc(C(=O)N2CCN(c3ccc(C(F)(F)F)cn3)CC2)cc1	1%	-3%	3	10%	16	-5%	-6%	-3%
O=C(NNC(=O)C1CCN(S(=O)(=O)c2ccccc2C(F)(F)F)CC1)c1ccccc1O	-4%	29%	-8	18%	-4	15%	-4%	2%
N#Cc1c2n(c(=S)n(-c3ccccc3[N+](=O)[O-])c1=O)CCCCC2	-13%	8%	-5	-6%[9.22 µM]	-4	18%	3%	?
COCCOC(=O)C1=C(C)NC(=O)NC1c1cc2c(cc1Br)OCO2 (stereo not given)	3%	8%	-6	-6%	13	7%	8%	-6%
COc1ccc(C(=O)COC(=O)CCN2C(=O)C3C4CC(C(Br)C4Br)C3C2=O)cc1 (stereo not given)	-4%	8%	-4	1%	1	7%	-5%	0%
O=C(COc1ccc(S(=O)(=O)N2CCOCC2)cc1Cl)NC1CCCCC1	-4%	nt	-21	-8%	-15	7%	-6%	-6%
CCc1ccc(N2CC(C(=O)Nc3ccccc3F)CC2=O)cc1 (stereo not given)	3%	4%	-16	4%	8	0%	19%	7%
COC(CNC(=O)C1CCN(C(=O)c2cc3oc(C)cc3n2Cc2c(F)cccc2Cl)CC1)OC	-4%	26%	6	-7%	0	-11%	-7%	-10%
COc1cccc(CNC(=O)[C@@H]2CCCN2C(=O)[C@H]2CCCCN2C(=O)c2ccccc2C)c1	3%	8%	7	25%	9	7%	-3%	-5%
FC(F)(F)c1cnc(Oc2ccccc2-c2nnco2)c(Cl)c1	8%	-9%	5	8%	2	0%	18%	10%
Cc1cc(NC(=O)CCCn2cnc([N+](=O)[O-])n2)no1	2%	1%	1	0%	5	4%	12%	4%
COC(=O)c1c(C)c(OC(=O)c2c(C)cc(O)c(C=O)c2O)cc(C)c1O	1%	-13%	5	2%	-8	-5%	-24%	3%
O=C(NCCCc1ccccc1)C1CC(=O)N(c2ccc3c(c2)OCCO3)C1 (stereo not given)	4%	10%	1	16%	28	-3%	11%	4%
O=C(NCCCl)Nc1ccccc1NS(=O)(=O)c1cccs1	3%	12%	4	20%	4	3%	-4%	11%
O=C(c1cc([N+](=O)[O-])cc([N+](=O)[O-])c1)N(Cc1nnc(-c2ccccc2Cl)o1)C1CC1	-1%	?	7	19%	6	4%	0%	15%
CCCN(C(=O)CCn1cnc2onc(-c3ccc(F)cc3)c2c1=O)c1ccccc1C	nt	?	1	?	nt	nt	-5%	nt
O=C(CCCN1C(=O)c2cccnc2C1=O)N1CC(=O)N(CCc2ccccc2)C(=O)C1	-2%	16%	0	0%	11	0%	-3%	-3%
CC(=O)Nc1cccc(NC(=O)c2ccc3[nH]c(C)c(C)c3c2)c1	-10%	-8%	1	-19%	7	2%	-15%	-12%
O=C(/C=C/c1ccc(F)cc1)NC(=S)NNC(=O)c1cccnc1	8%	nt	3	9%	18	-5%	17%	2%
Cc1ccc(S(=O)(=O)CC(=O)Nc2cccc(C)n2)cc1	1%	17%	-7	-7%	3	13%	-7%	2%
COc1ccc(CN(C2CC2)S(=O)(=O)c2ccccc2Br)cc1	-7%	16%	2	5%	31	13%	9%	?
CCc1ccc(-c2ccc3nnc(SCC(N)=O)n3n2)cc1	1%	0%	-1	19%	0	4%	-2%	-3%
CCOC(=O)c1oc2ccc(S(=O)(=O)n3nc(-c4ccc(Cl)cc4)cc3N)cc2c1C	1%	-27%	-7	-3%	-19	14%	-9%	-23%
Cc1ccc(C2C(C(=O)c3cccs3)=C(O)C(=O)N2c2ccc(S(N)(=O)=O)cc2)cc1 (stereo not given)	1%	42%	-5	-3%	-24	-5%	5%	?
Cc1ccc(NC(=O)c2sc3nc(N4CCOCC4)c4c(c3c2N)CCCC4)cc1	-8%	2%	-3	1%	-12	-1%	-11%	-5%
CCS(=O)(=O)c1nc(S(=O)(=O)c2ccc(C)cc2)c(N2CCN(CCO)CC2)s1	4%	-5%	-13	-4%	-18	-3%	14%	4%
O=C(O)c1ccc(Cl)cc1NC(=O)C1CCCO1 (stereo not given)	9%	21%	13	-10%	-29	1%	11%	7%
CCN1CCN(S(=O)(=O)c2ccc(Cl)c(C(=O)N(C)Cc3cccc(OC)c3)c2)CC1	-2%	14%	-7	-22%	17	0%	2%	19%
CCc1nc(SCC(=O)Nc2cc(C)on2)n[nH]1	-4%	-21%	12	-1%	0	10%	-2%	12%
CCCC(CCC)C(=O)Nc1ccc2c(c1)N(C(=O)CN1CCN(C)CC1)c1ccccc1CC2	7%	29%	-11	17%	-16	-1%	3%	-2%
COc1ccc2c(c1)CC(C(=O)N1CCC(C(N)=O)CC1)CO2 (stereo not given)	nt	12%	1	?	nt	nt	-3%	nt
CC(Oc1ccc(Cl)cc1)C(=O)Nc1cccc(S(=O)(=O)N2CCOCC2)c1 (stereo not given)	-2%	35%	1	1%	-8	21%	10%	-14%
Cc1c(NC(=O)c2ccc(NS(=O)(=O)c3cccc([N+](=O)[O-])c3)cc2)c(=O)n(-c2ccccc2)n1C	-1%	nt	12	10%	-14	3%	0%	-4%
NC(=O)c1ccsc1NC(=O)c1ccc(S(=O)(=O)N2CCCc3ccccc32)cc1	2%	-9%	6	24%	42	10%	9%	6%
CC(=O)c1ccc(NC(=S)NC(C)CCc2ccccc2)cc1 (stereo not given)	-3%	19%	-6	13%	-17	12%	17%	-7%
CCOC(=O)c1[nH]c2cc3c(cc2c1NC(=O)CN1CCC(C)CC1)OCO3	1%	21%	1	2%	9	-13%	-3%	9%
Cc1ccc(S(=O)(=O)N(C)C)cc1NC(=O)COC(=O)C1=COCCO1	4%	0%	5	26%	1	0%	2%	12%
COc1cc(OC)c(OC)cc1CN(C)CCc1ccccn1	-9%	-8%	10	-13%	-2	3%	-7%	15%
CC1(C)CC(N2CCC(=O)N(C3CC(C)(C)NC(C)(C)C3)C2)CC(C)(C)N1	3%	13%	7	8%	24	8%	21%	31%[activator]
N/C(=N\OC(=O)COc1ccc(Br)cc1)c1cccc([N+](=O)[O-])c1	-7%	-23%	-13	3%	1	10%	-4%	-2%
CCOc1ccc(/C=C/C(=O)c2ccccc2)cc1	3%	-24%	1	3%	21	10%	-1%	0%
CCCc1cc(=O)oc2cc(OCC(=O)Nc3cc(C)on3)ccc12	0%	13%	-4	-7%	13	-4%	-12%	-7%
c1ccc(C(c2ccccc2)N2CCN(c3nc4ccccc4n4cnnc34)CC2)cc1	-6%	nt	-5	-3%	-10	-1%	-27%	-13%
O=C(CNC(=O)c1ccco1)OCc1ccccc1Cl	1%	-13%	2	1%	-12	14%	4%	2%
O=[N+]([O-])c1ccc(O)c(Nc2c([N+](=O)[O-])ccc3nonc23)c1	-10%	6%	-18	-13%	?	5%	-14%	-19%
COc1ccc(NC(=O)Nc2ccc3c(c2)C(=O)N([C@H](C)CO)C[C@H](C)[C@@H](CN(C)S(=O)(=O)c2ccccc2)O3)cc1	-6%	?	-12	2%	-6	7%	5%	7%
O=C(COC(=O)c1cc(S(=O)(=O)N2CCOCC2)ccc1Cl)Nc1ccc2c(c1)OCO2	0%	16%	2	-8%	15	2%	-2%	3%
O=C(Nc1nnc(C2CCCCC2)s1)c1ccco1	-14%	-4%	1	-32%[inhibitor]	-5	6%	-10%	23%
